RAD54 branch: inhibitors of human RAD54 branch migration; Q92698; RAD54 Holliday junction branch migration, FAM/BHQ fluorescence; inhibition, % at 10.4 µM; 360,000 tested, 0.14% active;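 active = mean normalized replicate activity at least 40 and at least half of replicates scoring 40 or more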;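 note: 0% = median of neutral control wells and 100% = median of positive control wells; inhibitors cause a drop in the FAM fluorescence signal; in these data hits start at about 50%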
Target sequence (Q92698 whole entry, looked up): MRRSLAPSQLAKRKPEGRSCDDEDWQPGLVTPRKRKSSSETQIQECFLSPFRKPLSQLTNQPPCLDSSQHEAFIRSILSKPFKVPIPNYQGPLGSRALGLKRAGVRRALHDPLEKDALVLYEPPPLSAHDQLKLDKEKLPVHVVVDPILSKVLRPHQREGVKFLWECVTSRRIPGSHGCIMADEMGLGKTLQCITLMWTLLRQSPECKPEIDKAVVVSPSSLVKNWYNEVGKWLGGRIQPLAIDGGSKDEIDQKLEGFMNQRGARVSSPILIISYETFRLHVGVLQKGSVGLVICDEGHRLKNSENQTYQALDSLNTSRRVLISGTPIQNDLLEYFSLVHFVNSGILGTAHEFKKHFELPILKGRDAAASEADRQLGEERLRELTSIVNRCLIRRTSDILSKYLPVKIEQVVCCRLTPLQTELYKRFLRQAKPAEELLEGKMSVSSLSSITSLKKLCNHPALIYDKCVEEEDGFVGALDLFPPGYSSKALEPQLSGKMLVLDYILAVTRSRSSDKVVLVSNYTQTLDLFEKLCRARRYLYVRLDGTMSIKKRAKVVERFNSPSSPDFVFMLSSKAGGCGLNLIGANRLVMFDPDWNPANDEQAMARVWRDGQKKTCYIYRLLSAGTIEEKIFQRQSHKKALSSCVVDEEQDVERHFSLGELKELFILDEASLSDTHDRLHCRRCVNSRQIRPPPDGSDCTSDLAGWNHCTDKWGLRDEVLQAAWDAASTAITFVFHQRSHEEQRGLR
XiGFP reactiv: X-chromosome reactivation activator; XiGFP mouse fibroblasts, % GFP-positive cells imaging, 3 d; cells co-treated with 5-aza-dC sensitizer; scaled so ellipticine positive control = 100%; activation, % at 7.58 µM; 360,000 tested, 0.055% active; AID 743238;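 active = mean normalized replicate activation at least 10% and every replicate at or above 10%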;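 note: 0% = median of on-plate neutral control wells and 100% = ellipticine 6 µM median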
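Schedule: 3 d treatment, 15 min room-temperature fixation; system: 68-5-11 XiGFP fibroblast line; buffer or medium: DMEM plus 5-aza-dC sensitizer; control set: ellipticine 6 µM positive control; compound: one concentration, pinned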
S100A4 MyoIIA: inhibitors of human S100A4 binding to myosin IIA peptide | inhibition, % at 10.7 µM | 360,000 tested, 0.14% active | S100A4/TAMRA-MyoIIA peptide fluorescence polarization | AID 652163;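 active = mean inhibition of at least 70% across replicates, with every replicate also reaching that level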
Target sequence (P26447 whole entry, looked up): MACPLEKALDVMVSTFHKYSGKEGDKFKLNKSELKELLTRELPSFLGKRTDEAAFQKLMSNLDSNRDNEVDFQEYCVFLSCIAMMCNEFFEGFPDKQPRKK
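Material: S100A4 monomer protein | Medium: HEPES pH 7.2 with CaCl2, KCl, NaCl, DTT, Triton | Reagent: Labelled myosin peptide probe, 5 nM | Doses: One dose per compound | Times: 5 min incubation before reading | Benchmarks: Neutral control DMSO, positive control TFP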
E-selectin induc: induces E-selectin expression in human endothelial cells; P16581; 260,000 tested, 0.37% active; AID 686992; activation, % at 7.58 µM; HUVEC E-selectin immunofluorescence imaging; normalized: neutral wells 0, TNF-alpha wells 100;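 active = mean E-selectin-positive cell signal at least 10% of the positive control, reached in at least 60% of replicates, without over 20% cell loss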;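 note: in these data hits start at about 27%; measured in HUVEC primary endothelial cells; signal is the percent of cells scored E-selectin positive by PE staining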
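System: HUVEC, human umbilical vein endothelial cells; quantity: 3,000 cells/well; buffer or medium: EGM-2 medium, gelatin-coated wells; dosing: single-point compound dose; detection: immunofluorescence imaging; evaluation: % PE-positive cells; benchmarks: TNF-alpha, DMSO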
esBAF inh: inhibitors of esBAF chromatin remodeling in mouse ES cells | Bmi1-luciferase knock-in reporter, 24 h; 100% = twice the neutral-well signal | reporter increase, % at 12.5 µM | 350,000 tested, 2% active | AID 602393; in the data active = activation above about 40%;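 note: 0% = median of the plate's neutral control wells and 100% = double that signal; a rise in the Bmi1 reporter signal indicates esBAF inhibition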
RAD52 inh: blocks human RAD52 DNA annealing; recombinant RAD52 DNA annealing, FRET fluorescence; inhibition, % at 18.7 µM; 360,000 tested, 0.46% active; AID 651710;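 active = every replicate showing at least 50% inhibition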
ERAP1 inh: blocks human ERAP1 aminopeptidase activity; Q9NZ08; recombinant ERAP1, Leu-AMC fluorescence, 60 min; inhibition, % at 10.7 µM; 340,000 tested, 0.15% active; AID 652197;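 active = mean replicate inhibition of at least 30%, or all replicates individually reaching that 30% level; inactive = mean below 30% and not every replicate reaching it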;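 note: 0% = neutral control wells and 100% = L-leucinethiol positive control wells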
ERp5 inh: blocks human ERp5 reductase activity on insulin; ERp5 insulin aggregation, absorbance 650 nm, 90 min; inhibition, % at 9.99 µM; 350,000 tested, 0.05% active; AID 651711;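 active = mean replicate inhibition above about 25%, with every replicate also reaching it, limit read from the data, passing the limit was not always enough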
Starred values were filed as active, the others as inactive; · = no result given.

SMILES	XiGFP reactiv	ERAP1 inh	esBAF inh	ERp5 inh	S100A4 MyoIIA	E-selectin induc	RAD52 inh	RAD54 branch
COc1cccc(/C=N/NC(=O)CCNc2n[nH]c(=O)[nH]c2=O)c1OC	0.0	-3	·	-4	-1	·	-11	·
O=C(Nc1ccc(N2CCOCC2)c(Cl)c1)c1ccc(S(=O)(=O)N2CCOCC2)cc1	0.4	0	-7	0	2	-7.0	-29	8
C[C@H](CO)N1C[C@H](C)[C@H](CN(C)CC2CCCCC2)OCCCC[C@H](C)Oc2ccc(NC(=O)Cc3ccccc3)cc2C1=O	-1.1	2	-6	-4	9	0.6	16	6
CS(=O)(=O)N(CC(=O)N1CCCC1)c1ccc(Cl)c(Cl)c1	·	8	7	3	-1	·	-9	2
Nc1ncnc2c1ncn2[C@@H]1O[C@H](CNS(=O)(=O)c2cc3ccccc3s2)[C@@H](O)[C@H]1O	-0.2	-4	-5	3	2	-0.2	-6	-11
CC(NC(=O)c1ccccc1F)c1nnc(SCC(=O)Nc2nccs2)n1C (configuration not stated)	0.1	-1	2	-2	-5	·	-9	-2
COc1cc(C(=O)OCC(=O)c2cc(C)n(CC3CCCO3)c2C)cc(OC)c1C (configuration not stated)	0.1	-4	5	2	-9	·	-21	0
CCNC(=S)N1CCc2ccccc2C1	0.1	-11	·	6	3	·	-14	·
COC(=O)c1cnc(Nc2nc(C(N)Cc3ccc(Cl)cc3)cs2)nc1C(F)(F)F (configuration not stated)	0.0	1	-11	9	-1	-0.2	-33	-4
O=C(NCc1nnc(SCC(=O)N2CCCCC2)o1)c1c(F)cccc1F	0.7	1	-5	0	5	-0.2	-5	4
O=C(C[C@H]1CC[C@H]2[C@@H](COC[C@H](O)CN2Cc2cccc(C(F)(F)F)c2)O1)NCCc1ccncc1	0.0	·	-4	·	·	0.1	·	7
CCOc1c(Br)cc(Br)cc1/C=C1\SC(N)=NC1=O	0.0	5	2	21	0	-0.1	-45	4
CCOC(=O)Cn1c(=O)oc2cc(S(=O)(=O)Nc3cccc(C)c3)ccc21	0.0	·	8	4	-2	-0.2	-24	-6
COc1ccc(C)cc1NC(=O)NCCCCc1ccccc1	0.0	0	-5	6	9	1.6	19	-5
COCCCNC(=O)CC1C[C@H](C(=O)N2CCOCC2)[C@@]2(C)c3[nH]c4ccc(OC)cc4c3CCN2C1=O (some centres not stated)	0.0	·	-1	2	0	0.4	-2	4
CCOC(=O)C1(Cc2ccccc2)CCN(Cc2cn[nH]c2-c2ccccc2)CC1	0.2	1	·	5	0	-0.1	-1	·
C[C@H](O)[C@@H]1C(=O)N2CCc3c([nH]c4c(-c5ccccc5)cccc34)[C@@H]2C[C@@H]1N(C)CC1CCCCC1	0.0	1	·	2	-4	-0.1	-13	·
CCC(O)(Cc1ccccn1)Cc1ccccn1	0.3	3	7	7	-4	-0.7	-32	0
CCOc1ccccc1OCC(=O)NN=C1CCCC(=O)C1	-0.1	-2	3	-1	-2	0.1	-12	-11
CN1c2ccc(-c3ccccc3)cc2[C@@H]2[C@@H](CCN2C(=O)Cc2ccccn2)[C@@H]1CO	-0.1	1	4	-1	5	-0.5	18	4
O=C(N/N=C/c1cn(-c2cccs2)nc1-c1ccccc1)c1ccccc1Cl	0.0	-3	·	-5	-4	1.3	-11	·
Cc1noc(C)c1S(=O)(=O)N(C)C[C@H]1OCc2cn(nn2)CCCC(=O)N([C@H](C)CO)C[C@H]1C	0.0	-2	-5	3	-11	-0.4	2	0
CC(C)NC(=O)C(c1ccc(F)cc1)N(C(=O)CCC(=O)Nc1ccccn1)c1cccc(F)c1 (configuration not stated)	0.1	3	-5	0	-5	0.1	-9	1
O=C(NCC[C@H]1CC[C@H](NS(=O)(=O)c2ccc(Cl)cc2)[C@@H](CO)O1)Nc1ccc(F)cc1	-0.1	4	·	3	2	-0.5	40	·
CN1C(=O)c2cc(NC(=O)c3cccc(C(F)(F)F)c3)ccc2OC[C@@H]2O[C@@H](CC(=O)NCCN3CCCC3)CC[C@H]21	0.0	5	-2	4	-4	0.0	9	-1
COc1ccc(OC(F)(F)F)cc1CC1(C)C(=O)Nc2cccc(Cl)c21 (configuration not stated)	0.4	0	-10	5	24	-0.5	5	0
COCC(=O)N1CCCC(C(=O)c2ccc(-c3ccccc3)cc2)C1 (configuration not stated)	0.1	0	22	3	-5	·	-4	5
COCCCN(C(=O)CCOc1ccc(C(C)(C)C)cc1)c1c(N)n(Cc2ccccc2)c(=O)[nH]c1=O	0.0	-1	·	9	1	-0.1	-18	·
COc1ccccc1N1CCN(C2CCCN(C(=O)c3ccoc3C)C2)CC1 (configuration not stated)	0.0	1	5	-4	0	0.4	-13	8
CCCCCc1ccc(OCCCC[n+]2ccc(C)cc2)c(CCCCC)c1	0.2	11	·	22	1	-0.2	66*	·
COc1ccc2c(c1)OC[C@H]1[C@H]2N2C(=O)CN(Cc3ccc(F)cc3)C(=O)[C@@]2(C)[C@H]1c1ccccc1	0.2	0	-4	-2	7	-0.2	-17	0
COc1ccc(C(=O)N2CCN(c3ccc(C)cc3C)CC2)cc1OC	0.2	·	4	-11	0	0.1	-7	-2
CCNC(=O)C[C@H]1CC[C@H]2[C@@H](COC[C@@H](O)CN2C(=O)c2cccnc2)O1	0.2	1	-4	15	-3	0.0	0	-5
c1ccc2c(c1)NCCS2	-0.1	2	·	3	0	·	-11	·
CC1(C)CC(=O)C2=C(C1)OC(N)=C(C#N)C2c1cc2c(cc1[N+](=O)[O-])OCO2 (configuration not stated)	0.0	0	·	0	-1	·	-251	·
CC(=O)C1CCC2C3CCC4=CC(=O)CCC4(C)C3(Br)C(=O)CC12C (configuration not stated)	0.5	-3	-2	-10	-2	0.2	-61	-2
O=C(CNC(=O)c1ccccc1F)NCCN1C(=O)S/C(=C\c2ccc3c(c2)OCO3)C1=O	0.0	0	11	-4	2	-0.6	4	-9
COc1ccc(C)cc1NC(=O)C1CCN(S(=O)(=O)c2cccs2)CC1	0.5	1	-4	-4	-8	-0.2	-20	4
CO[C@@H](CN(C)S(=O)(=O)c1ccc(Cl)cc1)[C@@H](C)CN(Cc1ccccc1Cl)[C@@H](C)CO	0.0	2	-1	3	-3	-0.1	-8	5
O=C(c1cccc(N2C(=O)C3C4C=CC(C4)C3C2=O)c1)N1CCN(c2ccc(F)cc2)CC1 (configuration not stated)	0.3	0	-4	-3	-1	0.5	5	-14

An excerpt of these results, with two lines to a compound:
Order of results – XiGFP reactiv | ERAP1 inh | esBAF inh | ERp5 inh | S100A4 MyoIIA | E-selectin induc | RAD52 inh | RAD54 branch
Cc1noc(C)c1S(=O)(=O)N(C)C[C@H]1OCc2cn(nn2)CCCC(=O)N([C@H](C)CO)C[C@H]1C
  0.0 | -2 | -5 | 3 | -11 | -0.4 | 2 | 0
c1ccc2c(c1)NCCS2
  -0.1 | 2 | · | 3 | 0 | · | -11 | ·

RAD52 inh: what is marked active above
Compound	ERAP1 inh	esBAF inh	ERp5 inh	S100A4 MyoIIA	RAD52 inh
CCCCCc1ccc(OCCCC[n+]2ccc(C)cc2)c(CCCCC)c1	11	·	22	1	66*

(further entries)
SMILES	XiGFP reactiv	ERAP1 inh	esBAF inh	ERp5 inh	S100A4 MyoIIA	E-selectin induc	RAD52 inh	RAD54 branch
CC=Cc1ccc2n(c1=O)C[C@H]1[C@H](CO)[C@@H](C(=O)NCc3ccccc3F)N(CC)[C@@H]21 (mixture of isomers)	0.1	1	-3	-1	-6	-0.3	-17	1
O=C(C[C@H]1CC[C@@H]2[C@H](COC[C@H](O)CN2Cc2cc(F)ccc2F)O1)NCc1ccc(Cl)cc1	0.0	0	2	1	4	0.0	8	-10
CCCCN1C(=O)C(CC(=O)NC2CCCC2)CC(C(=O)N(C(C)C)C(C)C)=C1C (configuration not stated)	-0.1	-6	-1	1	-3	-1.3	6	-9
O=S(=O)(Cc1ccccc1)N1CCCCN2[C@H](CO)[C@H](c3ccc(-c4ccccc4)cc3)[C@@H]2C1	0.4	0	·	0	-5	-0.9	-18	5
O=C1N[C@@H](c2ccccc2)COC(=O)[C@@H](Cc2ccc(F)cc2)C/C=C\C[C@@H]1CC(=O)N(CCO)Cc1ccccc1	0.1	4	-4	-3	0	·	-39	6
O=C(Nc1ccc2c(c1)OCO2)C1CC(=O)N(CCc2ccccc2)C1 (configuration not stated)	0.2	-6	5	2	0	3.9	-20	-11
Cc1noc(C)c1NC(=O)Nc1ccc2c(c1)C(=O)N([C@H](C)CO)C[C@@H](C)[C@H](CN(C)C)OCCCC[C@@H](C)O2	-0.7	0	-10	-2	18	0.6	-10	-8
COC(=O)[C@]12C[C@H](CC(=O)NCc3cccc(C(F)(F)F)c3)C(=O)N(Cc3ccc4c(c3)OCO4)C1=C[C@H](C(C)(C)C)O[C@@H]2C	0.1	7	·	7	7	-0.2	-6	·
COc1cc(C(=S)N2CCN(c3cccc(Cl)c3)CC2)ccc1O	0.3	3	1	4	0	2.6	0	·
C=CCNc1nc(N)c([N+](=O)[O-])c(NC2CCCCC2)n1	0.1	-2	3	-3	-1	0.1	-13	-8
Cn1c(O)c(N=NC(=O)CNC(=O)/C=C/c2ccccc2)c2ccccc21	0.0	2	-2	0	4	·	-3	1
C[C@@H]1CN([C@@H](C)CO)S(=O)(=O)c2ccc(-c3ccncc3)cc2O[C@H]1CN(C)Cc1ccccc1	0.1	-2	-7	9	10	0.7	0	-2
Cc1cc(O)c(C(=O)/C=C/c2cccc([N+](=O)[O-])c2)c(=O)o1	0.1	-2	·	6	-12	0.6	-28	1

Ordered by the number under S100A4 MyoIIA (smallest number first): some entries from above.
Compound,S100A4 MyoIIA
CCC(O)(Cc1ccccn1)Cc1ccccn1,-4
COc1ccc(C(=O)N2CCN(c3ccc(C)cc3C)CC2)cc1OC,0
O=C(CNC(=O)c1ccccc1F)NCCN1C(=O)S/C(=C\c2ccc3c(c2)OCO3)C1=O,2
O=C(C[C@H]1CC[C@@H]2[C@H](COC[C@H](O)CN2Cc2cc(F)ccc2F)O1)NCc1ccc(Cl)cc1,4
C[C@H](CO)N1C[C@H](C)[C@H](CN(C)CC2CCCCC2)OCCCC[C@H](C)Oc2ccc(NC(=O)Cc3ccccc3)cc2C1=O,9

Screening data (PubChem)
